Screens from PubChem BioAssay.
Mdm2 MdmX PPI: human Mdm2/MdmX binding inhibition; SaOS-2 split-luciferase Mdm2/MdmX complementation, luminescence; inhibition, % at 8 µM; O15151+Q00987; actives 3% (n = 330,000); AID 485346;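 active = inhibition of at least 50% at 8 µM in the primary screen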
Target sequence (O15151 whole entry, looked up): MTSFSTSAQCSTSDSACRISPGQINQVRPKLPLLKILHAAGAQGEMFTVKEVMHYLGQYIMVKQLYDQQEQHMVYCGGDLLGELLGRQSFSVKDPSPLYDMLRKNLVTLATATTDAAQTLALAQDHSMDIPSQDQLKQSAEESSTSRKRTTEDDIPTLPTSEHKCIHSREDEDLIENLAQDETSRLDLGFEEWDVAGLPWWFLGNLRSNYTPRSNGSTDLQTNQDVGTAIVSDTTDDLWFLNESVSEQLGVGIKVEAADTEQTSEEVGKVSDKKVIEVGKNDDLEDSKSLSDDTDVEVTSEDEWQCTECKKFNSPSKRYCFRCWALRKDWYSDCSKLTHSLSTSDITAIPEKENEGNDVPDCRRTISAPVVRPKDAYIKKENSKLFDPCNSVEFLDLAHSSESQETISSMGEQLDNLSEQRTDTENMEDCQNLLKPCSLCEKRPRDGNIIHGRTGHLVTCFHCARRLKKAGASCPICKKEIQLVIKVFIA
Target sequence (Q00987 whole entry, looked up): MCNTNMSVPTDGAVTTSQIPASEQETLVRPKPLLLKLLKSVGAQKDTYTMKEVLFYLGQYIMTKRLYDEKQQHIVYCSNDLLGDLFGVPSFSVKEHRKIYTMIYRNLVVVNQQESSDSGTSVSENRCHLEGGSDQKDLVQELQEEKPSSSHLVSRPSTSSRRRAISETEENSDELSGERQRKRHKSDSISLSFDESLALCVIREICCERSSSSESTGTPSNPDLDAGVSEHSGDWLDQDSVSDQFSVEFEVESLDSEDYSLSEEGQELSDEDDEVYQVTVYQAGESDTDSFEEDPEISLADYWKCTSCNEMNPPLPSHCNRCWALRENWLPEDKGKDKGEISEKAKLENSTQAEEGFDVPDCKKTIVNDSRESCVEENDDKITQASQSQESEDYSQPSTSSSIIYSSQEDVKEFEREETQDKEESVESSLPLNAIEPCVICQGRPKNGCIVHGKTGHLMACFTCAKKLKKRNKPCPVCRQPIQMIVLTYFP
APJ agonist: agonists of human APJ apelin receptor; P35414; CHO-K1 APJ PathHunter beta-arrestin, luminescence; 0% DMSO wells, 100% apelin; activation, % at 20 µM; actives 0.11% (n = 330,000); AID 2520;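 active = activation more than six SD over the plate average, tested at 20 µM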;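 note: 0% = DMSO alone and 100% = apelin-13 at 10 nM; some results filed as inactive read as strong as hits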
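Assay system: CHO-K1 APJ beta-arrestin complementation cell line / Compound: single test compound dose, 20 µM final, 1% DMSO / Times: overnight seeding, 90 min compound at 25 °C, 1 h detection / Technique: beta-gal luminescence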
CHOP UPR activ: activators of apoptotic arm of unfolded protein response (CHOP) | AID 449763 | CHO-CHOP luciferase reporter, UPR activation, luminescence; percent of tunicamycin response over DMSO baseline | actives 0.34% (n = 330,000) | activation, % at 10 µM;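 active = at 10 µM dose, activation of 40% or more, normalized to positive control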;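 note: 100% = tunicamycin at 10 µg/mL and 0% = DMSO alone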
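System: CHO-CHOP luciferase reporter cell line; amount: 500 cells/well; buffer or medium: F12 medium containing 10% fetal bovine serum; incubation: 6 h compound exposure at 37 °C after overnight seeding; measured by: luciferase luminescence after 10 min with Steady-Glo reagent; evaluation: % reporter activation, DMSO baseline versus tunicamycin full activation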
APJ antag: blocks the human apelin receptor APJ. AID 2521. inhibition, % at 20 µM. actives 0.32% (n = 330,000). CHO-K1 APJ beta-arrestin complementation, luminescence;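 active = inhibition above about 40% at 20 µM, limit read from the data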;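 note: cells challenged with 10 nM apelin-13 agonist together with compound; plate controls were apelin-13 plus DMSO wells for no effect and DMSO wells lacking apelin-13 for full effect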
UPR XBP1 act: adaptive UPR (XBP1) activation. CHO-XBP1 luciferase reporter, IRE1-XBP1 UPR activation, luminescence; percent of tunicamycin response, DMSO as zero. activation, % at 20 µM. actives 0.33% (n = 330,000). AID 463104;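 active = versus positive control, 20 µM dose yields 30% or more activation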;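 note: 100% = tunicamycin at 10 µg/mL and 0% = DMSO only wells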
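Material: CHO cell line with stable XBP1 luciferase reporter; schedule: 16-18 h cell attachment at 37 °C, then 6 h compound exposure; signal: glow luminescence from Steady-Glo reagent; medium: serum-containing F12 medium, 10% FBS; benchmarks: tunicamycin 10 µg/mL and vehicle-only wells; read-out: percent activation relative to tunicamycin reference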
697 NFkB inh: lowers PMA/ionomycin-induced NF-kB signal in 697 B cells | 697 B-cell NF-kB luciferase reporter, 16 h | actives 0.33% (n = 330,000) | inhibition, % at 4 µM; in the data active = inhibition above about 35%
Jurkat NFkB inh: lowers PMA/ionomycin-induced NF-kB signal in Jurkat cells. PMA/ionomycin-induced NF-kB luciferase reporter, luminescence. inhibition, % at 4 µM. actives 0.53% (n = 330,000). AID 435003; in the data active = inhibition above about 50%
tim23-1 inh: growth inhibitors of tim23-1 mutant yeast; S. cerevisiae tim23-1 growth, BacTiter-Glo luminescence, 24 h; inhibition, % at 20 µM; actives 1.3% (n = 330,000); AID 463212;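 active = growth inhibition of the mutant yeast at or above 50%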;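 note: temperature-sensitive mutant grown at 25 °C; plate controls were DMSO-treated mutant yeast for no effect and medium wells lacking yeast for full effect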
* hit, by the source's call.

Sequence of screens: Mdm2 MdmX PPI, APJ agonist, CHOP UPR activ, APJ antag, UPR XBP1 act, 697 NFkB inh, Jurkat NFkB inh, tim23-1 inh
1	O=C(CN1CCOCC1)Nc1ccc2c(c1)OCO2
 : -11.4, -3.5, 1.1, 9.9, 3.0, -4.2, -11.7, 15.4
2	CCCn1c(N)c(N(CCOC)C(=O)CSCC(=O)Nc2ccc(OC)cc2)c(=O)[nH]c1=O
 : 2.3, -0.4, 0.0, -0.1, 1.3, 11.9, -2.3, -9.5
3	Cc1cc(C)c(C)c(OCC(=O)N2CCN(c3ccccn3)CC2)c1
 : 0.7, -2.9, -0.4, -10.8, -4.9, -19.7, 1.5, 11.2
4	O=C(Cc1ccccc1Cl)Nc1cccc(S(=O)(=O)N2CCCCCC2)c1
 : 13.6, -2.5, -0.6, -3.5, -2.7, -4.3, -15.4, 29.8
5	O=C(O)c1ccc(CN2CCCCC2)o1
 : 2.5, -7.1, -2.1, 4.2, -1.9, -3.1, -18.6, -8.3
6	O=C(NCC(=O)N(c1cccnc1)C(C(=O)NC1CCCCC1)c1ccccc1)c1ccco1 (stereo not given)
 : -12.0, 0.7, 0.2, 0.6, -0.3, -1.1, -1.8, -3.1
7	O=C(NCc1nnc(SCc2ccc(F)cc2)n1-c1ccc(F)cc1)C12CC3CC(CC(C3)C1)C2
 : 18.5, -4.4, 1.0, -24.6, -7.5, 3.2, 9.6, 34.1
8	CC1CCCCC1NC1=NCCCS1 (stereo not given)
 : -1.3, -2.8, -1.4, 18.4, 5.3, 0.8, -8.2, -9.3
9	CCNC(=O)NC(=O)CSc1nc2ccccc2n1CCOC
 : 17.2, -0.8, -1.1, -4.5, -1.9, 6.5, 6.4, 3.8
10	Cc1nc2ccc([N+](=O)[O-])cc2[nH]1
 : -32.1, 1.3, 0.6, -9.3, 1.6, 1.8, 14.0, 11.8

(listing goes on)
Sequence of screens: Mdm2 MdmX PPI, APJ agonist, CHOP UPR activ, APJ antag, UPR XBP1 act, 697 NFkB inh, Jurkat NFkB inh, tim23-1 inh
11	CC(C)N(C(=O)COC(=O)c1ccc(O)cc1)C(C)C
 : 4.2, -0.5, -3.0, 6.7, 1.9, 6.0, 3.8, 21.9
12	CC(C)CC(NC(=O)C1CCCCC1)C(=O)N1CCN(c2ccccn2)CC1 (stereo not given)
 : 40.1, -4.4, 0.3, 15.9, 0.1, -5.4, 3.5, 5.6
13	O=C(CN1CCN(S(=O)(=O)c2ccccc2)CC1)Nc1cccc(C(F)(F)F)c1
 : 20.4, 3.3, -1.3, -9.8, -2.2, -22.2, -11.5, 8.0
14	COc1cccc(/C=C/C(=C2/C(=O)N(c3ccccc3)N=C2C)c2ccccc2)c1OC
 : 12.6, -1.3, 2.2, -2.1, 0.8, 14.5, 8.3, 32.5
15	CCOc1cc(C(=O)Nc2cccc3ncccc23)cc(OCC)c1OCC
 : 24.8, -2.7, -1.5, 3.5, -0.7, 26.0, 0.5, -0.2
16	CC1CCCCN1C(=O)CCn1c(=O)oc2ccccc21 (stereo not given)
 : -10.5, 3.8, 1.5, 3.0, -2.3, 2.7, 15.8, 14.7
17	Cc1nn(C(=O)c2cccnc2)c(C)c1Sc1ccc(Br)cc1
 : 13.9, 0.5, -1.5, 10.4, -3.0, 11.4, 5.1, 23.2
18	O=C(NCCCN1CCCC(O)C1)c1cc(COc2ccc(F)cc2F)on1 (stereo not given)
 : 6.4, 11.9, 0.5, 2.0, -2.1, -1.6, 7.1, 1.6
19	CCOc1ccc2nc(NC(=O)C3=NNC(=O)CC3)sc2c1
 : 4.4, -6.9, 3.2, 1.6, 5.9, -22.4, -38.7, -9.4
20	COc1ccc(NS(=O)(=O)c2ccc(NC(=O)C(C)(C(F)(F)F)C(F)(F)F)cc2)nn1
 : 7.5, -2.2, -1.3, -1.7, -2.8, 4.3, 0.2, 3.1

Other results
Sequence of screens: Mdm2 MdmX PPI, APJ agonist, CHOP UPR activ, APJ antag, UPR XBP1 act, 697 NFkB inh, Jurkat NFkB inh, tim23-1 inh
21	COc1ccc(N2CCN(S(=O)(=O)CCNC(=O)c3cccs3)CC2)cc1
 : 3.3, -4.6, -0.5, 9.4, 3.5, 16.5, 4.2, 6.9
22	CN(C(=O)c1ccc(-c2nn(C)c(=O)c3ccccc23)cc1)C1CCCCC1
 : 26.9, -1.6, 2.0, 5.9, -0.3, 1.7, -0.4, 37.6
23	NS(=O)(=O)c1ccc(CCNCc2ccccc2OCc2ccc(Cl)cc2)cc1
 : 35.2, 3.2, -1.4, 9.1, 2.2, -19.8, 21.0, 14.9
24	CCc1ccc(N(C(=O)c2ccoc2C)C(C(=O)NC2CCCC2)c2ccc(OC)cc2)cc1 (stereo not given)
 : 20.3, -0.5, -1.3, 14.7, -4.8, -3.5, 13.9, 32.1
25	Cc1cc(C(=O)CCl)c(C)n1CCc1ccc(Cl)cc1
 : 92.6*, 1.8, 234.4*, 1.4, 1.6, 5.3, 13.8, 55.1*
26	O=C(CN(CC1CCCO1)C(=O)CNS(=O)(=O)c1ccc(Cl)cc1)NCCc1ccccc1 (stereo not given)
 : 19.0, -4.3, -0.7, -19.2, -0.8, 14.2, -6.2, 19.5
27	Cn1c(SCC(=O)NC2CCS(=O)(=O)C2)nc2ccccc21 (stereo not given)
 : 16.3, -0.4, 3.5, -0.5, -0.3, 3.1, 6.3, -3.5
28	Cc1ccc(NC(=O)Cn2cnc3c(cnn3C(C)(C)C)c2=O)cc1
 : -14.4, -0.4, -0.2, -11.0, 2.3, 9.5, -5.0, 25.3
29	CCN(Cc1cccc(OC)c1)CC1CCCN(CCc2cccc(OC)c2)C1 (stereo not given)
 : 18.8, -0.6, 2.0, 13.2, -3.3, 0.3, 13.1, -9.6
30	CC(=O)c1c(C)[nH]c(C(=O)CSc2nnc(-c3cccs3)n2Cc2ccccc2)c1C
 : 18.0, -1.8, 4.7, -8.5, 0.6, -4.6, -4.7, 10.2

The list goes on.
Sequence of screens: Mdm2 MdmX PPI, APJ agonist, CHOP UPR activ, APJ antag, UPR XBP1 act, 697 NFkB inh, Jurkat NFkB inh, tim23-1 inh
31	CCC(CC)NC(=O)COC(=O)c1ccc(OCC(=O)Nc2ccccc2OC)c(OC)c1
 : 29.4, -3.1, 2.1, 17.5, 17.7, 14.5, 2.0, -11.8
32	O=C(Cn1c2c(c(-c3ccccc3Cl)cc1=O)CCC2)NCCCN1CCOCC1
 : 1.8, -1.4, 0.5, -8.0, -0.8, -4.2, 4.7, 14.6
33	CCC(c1nnnn1C1CCCC1)N1CCN(Cc2ccccc2)CC1 (stereo not given)
 : -3.6, -4.9, 1.4, 3.2, -1.9, -2.0, -10.4, 8.6
34	CCNC(=S)NCc1ccc(OC)c(OC)c1
 : 24.8, 1.1, -0.4, -0.4, -0.9, 16.8, 15.5, -10.7
35	O=C(CNC(=O)Cc1ccccc1)NCC(=O)OCc1ccc(C(=O)c2ccccc2)cc1
 : -31.1, -2.2, -0.3, -3.1, 0.7, 14.9, -0.8, 7.0
36	Cc1ccc(C(C(=O)NCCc2ccccc2)N(C(=O)c2csnn2)C2CC2)o1 (stereo not given)
 : 20.5, -3.6, 0.1, -0.4, 1.2, -0.8, 4.4, 12.3
37	CC(=O)Nc1cccc(NC(=O)c2cc(Cl)ccc2Cl)c1
 : -12.1, -0.3, 1.6, 2.6, -2.7, 16.4, -13.7, -5.1
38	CCn1ncc(C2=NOC(C(=O)N3CCN(c4ccccc4)CC3)C2)c1C (stereo not given)
 : 0.9, 2.0, -2.9, 29.8, -2.8, 1.7, -1.3, 13.6
39	Cc1ccc(CNS(=O)(=O)c2cn(C)cn2)cc1
 : 4.6, 2.5, -1.7, 6.1, -4.2, 13.6, 5.6, 6.9
40	CC(=O)Nc1ccc(-c2cn3cc(C)ccc3n2)cc1
 : -56.3, -1.0, 0.5, -21.8, 0.8, -105.8, -72.7, 5.5

From compound 38 up to 40, as listed above:
Sequence of screens: Mdm2 MdmX PPI, APJ agonist, CHOP UPR activ, APJ antag, UPR XBP1 act, 697 NFkB inh, Jurkat NFkB inh, tim23-1 inh
38	CCn1ncc(C2=NOC(C(=O)N3CCN(c4ccccc4)CC3)C2)c1C (stereo not given)
 : 0.9, 2.0, -2.9, 29.8, -2.8, 1.7, -1.3, 13.6
39	Cc1ccc(CNS(=O)(=O)c2cn(C)cn2)cc1
 : 4.6, 2.5, -1.7, 6.1, -4.2, 13.6, 5.6, 6.9
40	CC(=O)Nc1ccc(-c2cn3cc(C)ccc3n2)cc1
 : -56.3, -1.0, 0.5, -21.8, 0.8, -105.8, -72.7, 5.5

Later entries.
Sequence of screens: Mdm2 MdmX PPI, APJ agonist, CHOP UPR activ, APJ antag, UPR XBP1 act, 697 NFkB inh, Jurkat NFkB inh, tim23-1 inh
41	COC(=O)c1[nH]c2ccccc2c1Sc1ccccc1
 : 33.8, -1.5, -1.3, -4.2, -3.5, -9.8, 21.4, 5.4
42	COc1cccc(CC(NC(C)=O)C(=O)NC2CCN(c3nnnn3-c3ccccc3)CC2)c1 (stereo not given)
 : -0.1, 1.7, -0.2, -0.5, -0.1, 17.9, 1.0, -3.6
43	Cn1c(SCc2ccc(Cl)cc2)nnc1C1CC1
 : 2.9, -1.7, 0.4, 4.8, -2.0, 10.4, -7.5, 4.2
44	COc1ccc(-c2noc3c2-c2nc(-c4ccccc4C)sc2CC3)cc1
 : 41.4, -3.1, 2.4, 13.6, 1.1, -12.3, 41.7, 5.8
45	C/C(=N/NC(=S)Nc1ccccc1)c1ccc2c(c1)OCO2
 : -10.4, -6.7, 2.3, 19.2, 4.3, -9.1, -11.1, 23.7
46	COc1ccc(C(=O)CSc2nnc(CN3CCCCC3)n2-c2ccc(Cl)cc2)cc1OC
 : -27.2, 3.1, -0.3, 10.4, -0.7, -3.5, -29.6, 19.9
47	COc1ccc(S(=O)(=O)N2CCC(C(=O)N3CCCCC3)CC2)cc1Cl
 : 15.4, 3.0, -1.3, 9.6, -1.2, 13.3, 9.7, 15.7
48	Cc1ccc2nc(SCC(=O)Nc3ccc(C)c([N+](=O)[O-])c3)[nH]c2c1
 : 24.2, -1.5, 0.6, 10.6, -0.9, -6.9, -0.7, -10.1
49	COC(=O)c1ccccc1S(=O)(=O)N1CCC(C(=O)N2CCC2)CC1
 : 6.0, -4.9, -2.0, -11.1, -2.1, 13.2, -3.3, -20.8
50	CN1CCN(CC(=O)Nc2ccc(OCc3ccccc3)cc2)CC1
 : -9.7, -4.0, 0.7, -26.8, 0.6, -36.1, -94.6, 13.7

(cont.)
Sequence of screens: Mdm2 MdmX PPI, APJ agonist, CHOP UPR activ, APJ antag, UPR XBP1 act, 697 NFkB inh, Jurkat NFkB inh, tim23-1 inh
51	CCOC(=O)/C=C1\NC2(CCCCC2)Cc2cc(OC)c(OC)cc21
 : 14.1, -7.8, -2.5, 18.6, 2.8, 29.3, -0.7, 1.2
52	COc1ccc(CNc2ccc(-c3ccccc3OC)nn2)cc1
 : -19.2, 0.0, -1.0, -12.9, -0.5, -25.4, -19.8, 29.4
53	COc1ccc(/C=N/NC(=O)CSc2nnc(CCCc3ccc(OC)c(C)c3)o2)cc1
 : -14.3, 0.2, 0.0, -7.3, -7.0, -15.8, -1.0, 6.0
54	COc1ccc2c(COC(=O)c3cccc(S(=O)(=O)NCC(C)C)c3)cc(=O)oc2c1
 : 9.0, 4.5, 6.5, -3.3, -3.0, 0.2, -4.5, 15.2
55	O=C(O)c1ccc(C(=O)Nc2ccc(F)cc2)cc1
 : -10.2, -5.3, -1.1, 5.0, 0.5, 17.4, 10.5, 9.6
56	Clc1ccc2oc(SCc3cccnc3)nc2c1
 : -34.7, -1.4, 4.3, -15.0, 3.0, -24.4, -16.8, 21.0
